Screening data as filed in PubChem.
POLB inh: DNA polymerase beta (human) inhibition | Pol beta primer extension/strand displacement, fluorescence kinetic | Potency, µM (doses to about 114 µM), for the others: top-dose activity change, negative = inhibition, most hits filed as inhibitors | actives 1.3% (n = 340,000) | AID 485314; note: potency is the fitted concentration of half-maximal effect; % is set by controls: 0 for no effect and ±100 for the full control effect
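Preincubation: enzyme (10 nM) with compound, 15 min, RT. Reaction: substrate added to 50 nM final. Reads: 0 and 10 min. Analysis: normalized, Hill fit.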
Pol iota inh: inhibitors of human DNA polymerase iota. Q9UNA4. Pol iota fluorescent replication assay, 10 min. Potency, µM (titrated, usually from 115 µM), for inactives: top-dose activity, negative = inhibition, hits mostly inhibitors. actives 1% (n = 390,000). AID 588590; note: potency is the fitted concentration of half-maximal effect
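Fluorescent replication assay read twice, at 0 min and 10 min after adding 50 nM (final) substrate. Enzyme (10 nM) and compounds were first incubated 15 min at room temperature; enzyme-free buffer wells were negative controls.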
LDHA inh: blocks human lactate dehydrogenase A; P00338; purified LDHA, NADH/diaphorase-resazurin fluorescence; hits give low values; activity change, % (values are at about 110 or 230 µM); actives 0.15% (n = 480,000); AID 1347041; in the data active = activity change below about -30%; inconclusive = mostly about -25% to -30%;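 note: plate controls were DMSO wells for no effect and wells without enzyme for full effect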
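Enzyme activity of human lactate dehydrogenase 5 (2 nM; 0.06 mM NADH, 0.2 mM pyruvate, 5 min, RT) is measured via a resazurin/diaphorase fluorescence readout of residual NADH.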
GRP78 ERSR act: inducers of ER stress response in human glioma cells. U87-MG GRP78 promoter luciferase reporter, 16 h. Potency, µM, for inactives: top-dose activation, hits mostly activators. actives 0.02% (n = 420,000). AID 602332; note: potency is the fitted concentration of half-maximal effect; series mostly up to about 76 µM; % of control where 0% means no effect; nearly all actives have a fitted effect of over 35% in size
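Stably transfected U87-MG glioma cells carrying a GRP78-based luciferase sensor; 16 h compound incubation. Luminescence end-point read 10 min after Bright-Glo addition at room temperature.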
BLM inh: blocks DNA unwinding by human BLM helicase; Potency, µM (doses to about 56.1 µM), for the others: top-dose activity change, negative = inhibition, hits mostly inhibitors; AID 2528; actives 0.2% (n = 350,000); recombinant BLM DNA unwinding, fluorescence dequenching;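 note: potency is the fitted concentration of half-maximal effect; plate controls were vehicle for no effect and no enzyme for full effect; nearly all actives have a fitted effect of over 35% in size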
Target sequence (P54132 whole entry, looked up): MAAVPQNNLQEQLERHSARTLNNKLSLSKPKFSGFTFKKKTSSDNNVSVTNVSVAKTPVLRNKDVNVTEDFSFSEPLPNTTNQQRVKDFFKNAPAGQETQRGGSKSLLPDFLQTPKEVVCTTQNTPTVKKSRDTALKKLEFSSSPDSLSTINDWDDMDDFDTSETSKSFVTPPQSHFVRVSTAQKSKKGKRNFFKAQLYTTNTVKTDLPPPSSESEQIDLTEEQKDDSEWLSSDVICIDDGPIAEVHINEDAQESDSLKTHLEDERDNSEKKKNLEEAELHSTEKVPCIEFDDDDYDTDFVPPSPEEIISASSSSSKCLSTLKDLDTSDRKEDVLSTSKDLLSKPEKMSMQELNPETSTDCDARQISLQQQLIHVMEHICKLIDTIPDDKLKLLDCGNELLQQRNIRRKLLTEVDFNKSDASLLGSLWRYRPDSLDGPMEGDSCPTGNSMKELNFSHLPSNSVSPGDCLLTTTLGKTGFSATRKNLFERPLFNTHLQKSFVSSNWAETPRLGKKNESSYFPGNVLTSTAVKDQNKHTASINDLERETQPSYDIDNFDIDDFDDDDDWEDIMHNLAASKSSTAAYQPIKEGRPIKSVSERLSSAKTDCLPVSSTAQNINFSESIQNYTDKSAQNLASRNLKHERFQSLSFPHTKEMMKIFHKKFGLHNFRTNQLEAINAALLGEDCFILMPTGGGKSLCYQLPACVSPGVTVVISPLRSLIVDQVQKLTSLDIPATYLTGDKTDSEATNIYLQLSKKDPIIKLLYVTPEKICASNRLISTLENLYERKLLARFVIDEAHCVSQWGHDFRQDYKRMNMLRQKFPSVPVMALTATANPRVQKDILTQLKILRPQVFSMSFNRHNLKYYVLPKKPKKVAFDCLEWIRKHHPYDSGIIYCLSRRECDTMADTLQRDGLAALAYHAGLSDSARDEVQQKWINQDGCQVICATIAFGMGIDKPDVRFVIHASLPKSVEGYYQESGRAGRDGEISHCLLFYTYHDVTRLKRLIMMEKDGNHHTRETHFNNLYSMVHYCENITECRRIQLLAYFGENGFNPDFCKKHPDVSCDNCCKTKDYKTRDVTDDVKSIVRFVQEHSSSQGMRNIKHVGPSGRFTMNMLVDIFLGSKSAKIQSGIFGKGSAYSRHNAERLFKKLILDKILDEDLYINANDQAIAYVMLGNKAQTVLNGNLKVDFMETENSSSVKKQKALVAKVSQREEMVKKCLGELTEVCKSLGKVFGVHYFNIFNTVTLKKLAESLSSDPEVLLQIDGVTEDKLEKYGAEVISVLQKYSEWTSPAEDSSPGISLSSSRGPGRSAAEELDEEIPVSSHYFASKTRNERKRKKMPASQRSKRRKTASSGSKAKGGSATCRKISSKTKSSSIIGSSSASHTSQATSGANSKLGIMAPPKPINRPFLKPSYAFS
POLH inh: inhibitors of human DNA polymerase eta; recombinant Pol eta, fluorescent DNA replication assay; Q9Y253; AID 588591; Potency, µM (doses to about 114 µM), for inactives: at the top dose activity change, negative = inhibition, most hits filed as inhibitors; actives 1.2% (n = 390,000); note: potency is the fitted concentration of half-maximal effect; % is set by controls: 0 for no effect and ±100 for the full control effect
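Pol eta at 10 nM preincubated with compounds 15 min at room temperature; reaction started with fluorescent substrate (50 nM final) and read kinetically at 0 and 10 min.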
APE1 inh: blocks human APE1 abasic DNA cleavage. P27695. recombinant APE1, TAMRA/BHQ-2 abasic DNA cleavage fluorescence. Potency, µM (top dose mostly 65.8 µM), inactives show at the top dose activity change, negative = inhibition, usual class: inhibitors. actives 0.35% (n = 350,000);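 note: potency is the fitted concentration of half-maximal effect; plate controls were vehicle for no effect and reference inhibitor for full effect; nearly all actives have a fitted effect of over 55% in size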
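Enzyme (0.75 nM final) and test compound are incubated 15 min at room temperature before adding 50 nM quenched THF abasic-site duplex. Cleavage dequenches TAMRA, followed at 525/598 nm over three reads one minute apart.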
POLK inh: DNA polymerase kappa (human) inhibition; Q9UBT6; purified Pol kappa, fluorescent DNA synthesis assay, 10 min; Potency, µM (series often up to 107 µM), for inactives: at the highest dose activity, negative = inhibition, actives largely listed as inhibitors; actives 0.53% (n = 400,000); note: potency is the fitted concentration of half-maximal effect; % is set by controls: 0 for no effect and ±100 for the full control effect
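Pol kappa 10 nM + cpd, 15 min RT; start w/ substrate 50 nM final; fluorescence kinetic read, 0 and 10 min. Neg ctrl: buffer, no enzyme.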
Apoferritin bind: candidate novel general anesthetic via apoferritin binding; P02791; apoferritin/1-aminoanthracene competitive binding, fluorescence; Potency, µM (highest dose often 77.5 µM), without a hit: at the highest dose activity change, negative = displacement, usual class: inhibitors; actives 0.074% (n = 350,000); note: potency is the fitted concentration of half-maximal effect; % is set by controls: 0 for no effect and ±100 for the full control effect; nearly all actives have a fitted effect of over 20% in size
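Horse-spleen apoferritin (10 uM) was mixed with 50% saturated 1-aminoanthracene in PBS, exposed to compounds for 10 min at room temperature, and read for fluorescence (ex 380 nm, em 535 nm). Competitive displacement was fitted with a four-parameter Hill equation.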
An asterisk follows results filed as active; ? = inconclusive; nt = no result given; & = joins results of further samples; [ ] = remark or other dose. Unless noted, calls come from the whole dose curve; as a rule, active = well fitted curve in the direction sought with a large enough effect; inconclusive = small, poorly fitted or top-dose-only effect, or another doubt; inactive = no such curve, though single readings can be large; an effect the other way counts as inactive or inconclusive. Not all compounds are listed; rates above refer to the full screens.

Start of the data: the first two entries (preview)
SMILES	POLB inh	Pol iota inh	LDHA inh	GRP78 ERSR act	BLM inh	POLH inh	APE1 inh	POLK inh	Apoferritin bind
COc1ccc(C(=O)O)cc1Nc1nc2ccc(C)cc2n2cnnc12	3%	-1%	0	-1%	-1%	-10%	nt	-1%	71%[activator]
CCN(CC)S(=O)(=O)c1ccc(C(=O)NCC(=O)NCCCc2ccccc2)cc1	4%	65%[activator]	-2	1%	-3%	-17%	25%	-8%	8%

This part in full, previewed entries included:
SMILES	POLB inh	Pol iota inh	LDHA inh	GRP78 ERSR act	BLM inh	POLH inh	APE1 inh	POLK inh	Apoferritin bind
COc1ccc(C(=O)O)cc1Nc1nc2ccc(C)cc2n2cnnc12	3%	-1%	0	-1%	-1%	-10%	nt	-1%	71%[activator]
CCN(CC)S(=O)(=O)c1ccc(C(=O)NCC(=O)NCCCc2ccccc2)cc1	4%	65%[activator]	-2	1%	-3%	-17%	25%	-8%	8%
O=S(=O)(c1cccc(Br)c1)N1CCN(c2ncnc3scc(-c4ccccc4)c23)CC1	nt	-1%	-16	-2%	nt	-12%	nt	0%	nt
CCc1ccc(-c2cc(C(=O)NN3CCOCC3)c3ccccc3n2)s1	-25%	10%	-14	7%	1%	4%	-1%	-11%	671%[activator]
Cc1nn(Cc2ccccc2)c(C)c1NC(=O)CCCn1nc([N+](=O)[O-])cc1C	7%	44%[activator]	12	0%	-3%	-2%	-2%	-3%	-9%
CCOc1cc(C2c3c(oc4ccccc4c3=O)C(=O)N2Cc2ccc3c(c2)OCO3)ccc1O (stereo not given)	-20%	5%	-1	-2%	-7%	-2%	nt	12%	0%
CNCC(=O)Nc1ccc(OC(F)(F)F)cc1	25%	72%[activator]	1	-4%	5%	-20%	-4%	-2%	-8%
COc1ccc(C(C(=O)NC2CCCC2)N(Cc2cccnc2)C(=O)c2snc(C(N)=O)c2N)cc1OC (stereo not given)	24%	25%	-6	8%	-3%	-16%	0%	0%	7%
COc1ccccc1C(=O)Nc1ccc(C(=O)N2CCCC2)cc1	-3%	16%	-3	2%	-1%	-6%	1%	-2%	-6%
O=C(Nc1ccc(C(F)(F)F)cc1Cl)c1ccc(Cn2cc(Br)cn2)o1	1%	-12%	7	6%	-11%	-10%	-1%	-23%	?
CC(C)NC(=O)c1cc(-c2ccc(Br)cc2)on1	36%	-5%	-7	8%	-8%	-12%	7%	8%	-14%
O=C(c1ccccc1)c1ccc(C(=O)N2CCN(c3ccccc3Cl)CC2)cc1	nt	-4%	-5	-6%	nt	-13%	41%[activator]	-5%	nt
Cc1ccc(Nc2cc(-n3nc(C)cc3C)ncn2)c(C)c1	33%	-7%	1	-2%	-6%	-16%	-6%	-6%	-7%
CCN(CC)C(=O)c1csc(Nc2cccc3ccccc23)n1	2%	34%[activator]	3	2%	-7%	-21%	30%	4%	?
COc1ccc(OC)c(NC(=O)c2cccc(N3C(=O)C4C5C=CC(C6CC56)C4C3=O)c2)c1 (stereo not given)	-8%	4%	-5	-1%	-3%	?	26%	-20%	5%
CCOC(=O)c1ccc(N2C(=O)C(CC(=O)NC)N(CCc3ccc(OC)c(OC)c3)C2=S)cc1 (stereo not given)	1%	34%[activator]	-4	0%	-4%	-13%	8%	-3%	-13%
COc1ccc(C)cc1NC(=O)NC(C)c1ccc2c(c1)OCO2 (stereo not given)	19%	33%[activator]	0	-2%	-11%	-12%	-9%	4%	-23%
COc1ccccc1CNC(=O)c1cc(C)nc2ccccc12	11%	23%	-7&-6	-4%	-10%	-18%	16%	0%	-6%
COc1ccc(C(=O)N2C(=O)c3ccc(N)cc3C2=O)cc1	6%	93%[activator]	-16	2%	1%	10%	0%	-10%	97%[activator]
CCc1ccc(NC(=O)CSc2nc(NS(=O)(=O)c3ccccc3)cc(=O)[nH]2)cc1	20µM*	29%	0	-3%	16µM*	-21%	7.9µM*	-7%	-16%
O=C(c1ccco1)N1CCN(C(=O)C2CCCN(S(=O)(=O)c3cccc4nsnc34)C2)CC1 (stereo not given)	35%	12%	1	-2%	0%	-4%	3%	5%	-8%
NS(=O)(=O)Nc1c(Br)cc(Br)c2cccnc12	nt	25µM*	14	0%	nt	nt	nt	-4%	nt
COC(=O)c1cc2sccc2n1CC(=O)Nc1cc(Cl)ccc1OC	2%	11%	-16	-5%	-10%	-15%	nt	-7%	14%
O=C1C[C@@H](O)[C@@H](O)[C@@H]2[C@H]3C(=O)N(c4ccc(F)cc4F)C(=O)[C@@H]3CC[C@@H]12	nt	nt	nt	-4%	2%[12.4 µM]	nt	?	nt	-2%[15.3 µM]
Cc1cc(C)n(S(=O)(=O)c2cc(C(=O)O)c(Cl)cc2Cl)n1	-7%	?	-15	-4%	3%	-3%	0%	-7%[60.1 µM]	-4%
SMILES	POLB inh	Pol iota inh	LDHA inh	GRP78 ERSR act	BLM inh	POLH inh	APE1 inh	POLK inh	Apoferritin bind
O=C(NCC1CCCO1)c1cc2cc(F)ccc2[nH]1 (stereo not given)	5%	14%	-2	3%	0%	-12%	12%	6%	9%
COc1ccc(C/C(N)=N/OC(=O)c2cccs2)cc1	-2%	-6%	-1	-1%	-10%	-13%	-2%	10%	-18%
O=C(N/C(=C/C=C/c1ccccc1)C(=O)N1CCOCC1)c1ccccc1Cl	12%	8%	-6	-1%	-7%	-7%	3%	-16%	-10%
CCC(CC)=NNC(=O)c1ccccc1OCc1ccc(F)cc1	-24%	20%	-5	-2%	-3%	?	-2%	-14%	-15%
COc1ccccc1-n1nnnc1SCC(=O)Nc1ccc(C)c(N)c1	50%	28%	-5	-3%	-2%	-8%	-1%	0%	8%
Cc1ccc(C(C)C)c(OCC(O)CN2CCOCC2)c1 (stereo not given)	2%	18%	-1	-3%	2%	-1%	3%	1%	-23%
C#CCOCCOCCOCCNc1nc(N2CCOCC2)nc(N2CCN(C(=O)CCCCCCCCCCNC(=O)[C@@H]([C@H](C)O)n3cc(C)nn3)CC2)n1	nt	?	-4	-2%	nt	-7%	12%	-1%	nt
Cc1ccc(S(=O)(=O)Oc2ccc(/C=C3/N=C(c4ccccc4)OC3=O)cc2)cc1	-2%	-7%	-9	-3%	-4%	-13%	4%	-6%	5%
CCOC(=O)C1(CC2CC2)CCN(S(=O)(=O)/C=C/c2ccccc2)CC1	15%	1%	0	-1%	-5%	-22%	6%	-11%	-11%
Cc1nn2c(N3CCN(C)CC3)cc(C(C)(C)C)nc2c1-c1ccccc1	-1%	35%	0	-7%	-8%	-23%	0%	6%	7%
COc1ccc(C2C(=O)N(C3CCCCC3)CC(=O)N2Cc2ccco2)cc1 (stereo not given)	?	-5%[58.9 µM]	-3	-1%	-2%	-12%	-2%	-6%	8%
O=C(Nc1ccc(F)cc1)C1C2CCC3C(CCC21)C3(Cl)Cl (stereo not given)	0%	36%[activator]	-11	3%	-4%	1%	-2%	-8%	-6%
CCc1nnc(NC(=O)COc2ccc3c(c2)OCO3)s1	0%	35%[activator]	-4	3%	-1%	-16%	11%	-28%	8%
O=C(NNC(=O)c1ccc([N+](=O)[O-])cc1)c1ccc(Br)cc1	?	74%[activator]	-10	-4%	-7%	-1%	7%	1%	-5%
Cc1ccc(CNC(=O)CS(=O)(=O)Cc2nc(-c3ccccc3F)oc2C)cc1	-17%	-4%	1	-2%	0%	1%	12%	10%	-21%
Cc1ccc(-c2nc3cnccn3c2Nc2ccc3c(c2)OCO3)o1	-23%	16%	6	-1%	-12%	-10%	?	-10%	-4%
CC(=O)N1N=C(c2ccc(Cl)cc2)CC1c1ccco1 (stereo not given)	0%	17%	-5	8%	-1%	-1%	-3%	-12%	-5%
CC(CNC(=O)CCc1cn(Cc2ccccc2Cl)c2ccccc12)c1ccccc1 (stereo not given)	1%	7%	-3	-2%	-10%	-23%	nt	-9%	49%[activator]
CC[C@@H](C)[C@H](NC(=O)Cc1c(C)c2cc3c(C)coc3c(C)c2oc1=O)C(=O)O	-3%	8%	1	-3%	-1%	-9%	31%	-24%	22%
CCc1ccccc1NC(=O)COc1ccc2c(c1)OCO2	-23%	111%[activator]	4	3%	-4%	-11%	-10%	0%	-21%
Cc1cc(C)n(C(=O)c2ccc(C)c(S(=O)(=O)N3CCCCC3)c2)n1	-7%	-9%[58.9 µM]	3&5	-1%	-4%	-11%	-5%	-17%	?

10 entries from above, with two lines to a compound.
Values in the order – POLB inh, Pol iota inh, LDHA inh, GRP78 ERSR act, BLM inh, POLH inh, APE1 inh, POLK inh, Apoferritin bind
- CCOC(=O)C1(CC2CC2)CCN(S(=O)(=O)/C=C/c2ccccc2)CC1
→ 15%, 1%, 0, -1%, -5%, -22%, 6%, -11%, -11%
- Cc1nn2c(N3CCN(C)CC3)cc(C(C)(C)C)nc2c1-c1ccccc1
→ -1%, 35%, 0, -7%, -8%, -23%, 0%, 6%, 7%
- COc1ccc(C2C(=O)N(C3CCCCC3)CC(=O)N2Cc2ccco2)cc1 (stereo not given)
→ ?, -5%[58.9 µM], -3, -1%, -2%, -12%, -2%, -6%, 8%
- O=C(Nc1ccc(F)cc1)C1C2CCC3C(CCC21)C3(Cl)Cl (stereo not given)
→ 0%, 36%[activator], -11, 3%, -4%, 1%, -2%, -8%, -6%
- CCc1nnc(NC(=O)COc2ccc3c(c2)OCO3)s1
→ 0%, 35%[activator], -4, 3%, -1%, -16%, 11%, -28%, 8%
- O=C(NNC(=O)c1ccc([N+](=O)[O-])cc1)c1ccc(Br)cc1
→ ?, 74%[activator], -10, -4%, -7%, -1%, 7%, 1%, -5%
- Cc1ccc(CNC(=O)CS(=O)(=O)Cc2nc(-c3ccccc3F)oc2C)cc1
→ -17%, -4%, 1, -2%, 0%, 1%, 12%, 10%, -21%
- Cc1ccc(-c2nc3cnccn3c2Nc2ccc3c(c2)OCO3)o1
→ -23%, 16%, 6, -1%, -12%, -10%, ?, -10%, -4%
- CC(=O)N1N=C(c2ccc(Cl)cc2)CC1c1ccco1 (stereo not given)
→ 0%, 17%, -5, 8%, -1%, -1%, -3%, -12%, -5%
- CC(CNC(=O)CCc1cn(Cc2ccccc2Cl)c2ccccc12)c1ccccc1 (stereo not given)
→ 1%, 7%, -3, -2%, -10%, -23%, nt, -9%, 49%[activator]
